Bioassay records: PubChem BioAssay, National Center for Advancing Translational Sciences (NCATS)
ALOX12 inh: blocks human arachidonate 12S-lipoxygenase. AID 1671190. hit rate 1.1% among 580,000. Potency, µM (titrated, usually from 108 µM), inactives show at the highest dose activity change, negative = inhibition, actives largely listed as inhibitors. purified 12hLO, xylenol orange hydroperoxide absorbance. P18054; active = well fitted inhibition curve with a large enough effect; inconclusive = small, poorly fitted or top-dose-only effect, or another doubt; inactive = no such curve, though single readings can be large or run the other way
Target sequence (P18054 whole entry, looked up): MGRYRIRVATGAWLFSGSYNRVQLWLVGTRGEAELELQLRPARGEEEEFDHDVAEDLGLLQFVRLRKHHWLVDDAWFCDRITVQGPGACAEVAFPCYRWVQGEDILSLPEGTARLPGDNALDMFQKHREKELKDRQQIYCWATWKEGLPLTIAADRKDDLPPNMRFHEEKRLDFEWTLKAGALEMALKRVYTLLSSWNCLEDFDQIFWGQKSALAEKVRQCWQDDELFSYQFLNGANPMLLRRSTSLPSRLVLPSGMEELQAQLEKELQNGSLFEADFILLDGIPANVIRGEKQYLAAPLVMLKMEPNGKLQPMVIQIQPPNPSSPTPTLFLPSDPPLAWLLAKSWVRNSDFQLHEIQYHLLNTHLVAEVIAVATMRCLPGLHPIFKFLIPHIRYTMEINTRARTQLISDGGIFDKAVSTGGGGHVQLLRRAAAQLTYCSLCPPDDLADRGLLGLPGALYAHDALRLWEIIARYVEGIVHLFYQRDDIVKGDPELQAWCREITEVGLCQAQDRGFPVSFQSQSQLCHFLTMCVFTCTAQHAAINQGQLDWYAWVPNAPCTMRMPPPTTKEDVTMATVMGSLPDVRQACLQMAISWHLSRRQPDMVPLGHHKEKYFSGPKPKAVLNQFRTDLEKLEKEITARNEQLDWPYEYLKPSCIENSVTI
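Hydroperoxide product was detected by ferrous iron/xylenol orange as the 573 to 405 nm absorbance ratio. Arachidonic acid at 40 uM (final) was turned over for 30 min at room temperature by 150 nM human 12hLO, pH 7.0 Hepes buffer, after 15 min compound preincubation.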
Numbers without * were called inactive; ? = inconclusive; [ ] = remark or other dose. % is scaled to controls: 0 for no effect and ±100 for the full control effect; potency is read from the fitted curve at half-maximal effect. These rows are one share of the data (hit frequency here may not be typical).

ALOX12 inh	SMILES
7%[6.33 µM]	O=Cc1cccc(N2CCN(C(=O)NC3CCCCC3)CC2=O)c1
31%[activator]	COc1ccc(C(=O)N2CCc3ccc(C(=O)NCc4ccccc4)cc32)cc1
?	Fc1ccc(-c2cc(-c3cn[nH]c3)c3cncn3c2)cc1
?	CCOC(=O)C(Nc1ccccc1NC(=O)OC(C)(C)C)C(=O)Nc1c(C)cccc1C (stereo not drawn)
?	O=C(Nc1ccc2c(c1)OCCO2)C1C(=O)Nc2ccccc2C(=O)N1C1CCCCC1 (stereo not drawn)
18%[176 µM]	O=C(O)CC1(CC(=O)N2CC[C@H]3COC(=O)N3c3cc(F)ccc3C2)CCCC1
1%[176 µM]	Cc1ccc2c(C(=O)Nc3ccc(Cl)nc3)cnn2c1
-20%	COc1cccc(Cn2c(=O)c(-c3cc(F)cc(F)c3)nc3cnc(N4CCN(C)CC4)nc32)c1
?	CC(C)c1ccc(N/C=C/C(=O)c2ccc(Br)cc2)cc1
?	Oc1ccc(/C=C/c2nc3ccccc3s2)cc1
6%[176 µM]	CN1CCC(N2CC3(C2)C(=O)N(C)C(=O)[C@@H]2C[C@@H](O)CN23)CC1
16%	CC(C)[C@H](NC(=O)CC1CCCC1)C(=O)N1CCC[C@H]1C(=O)NCCc1ccccc1Cl
-18%	CC(C)NC(=O)O[C@@H]1CC[C@]2(C)C(CC[C@@H](O)[C@H]2CC(=O)NCc2ccc(F)cc2)[C@]1(C)CO (stereo partly drawn)
19%	CCn1cc(CN2CCCC(CNC(=O)c3cccc(OC)c3OC)C2)cn1 (stereo not drawn)
22%	c1ccc2c(c1)CC(N1CCC(CN(CCCn3cccn3)CC3CCCO3)CC1)C2 (stereo not drawn)
?	Cc1ccc(CNc2oc(Cc3ccccc3)nc2C#N)cc1
29%	O=C1CCC(c2ccccc2)=NN1c1ccccc1
-7%[176 µM]	CC(C)C[C@@H]1N[C@H](C(=O)NC2CCC2)Cc2cn(Cc3ccccn3)c3cccc1c23
-21%	Cc1ccc(NC(=O)C2CC(=O)NC(Nc3nc(C)c4ccccc4n3)=N2)cc1Cl (stereo not drawn)
-26%	N#Cc1cccc(OCc2ccc(C#N)cc2F)c1
?	CCc1ccc(C(NC(=O)Cn2nc(C)c3ccccc3c2=O)C(C)C)cc1 (stereo not drawn)
?	Cc1ccc(NC(=O)C(C)Sc2ccc(C)cc2C)cc1 (stereo not drawn)
37%	O=C(CSc1nc2c(c(=O)n1CCc1ccccc1)SCC2)Nc1ccc(Cl)cc1
-27%	CCn1nc(C)c(CNC(=O)Nc2ccc(F)c(Cl)c2)c1C
6%	CC[C@@H](C)[C@@H](O)[C@H](C)C(=O)[C@H](C)/C=C(\C)C[C@H](C)[C@@H]1OC(=O)[C@H]1CC
-3%	COC(=O)c1ccc(CCNC(=O)C(C)C)cc1
13%	CN(C)C(=O)c1ccc2c(c1)NC(=O)CS2
21%	CCC1=C(C(=O)OC)C(c2ccc(C)cc2C)N2C(CC(=O)N3CCC(C)CC3)=CSC2=N1 (stereo not drawn)
-29%	COc1ccc(S(=O)(=O)c2cn(CC(=O)Nc3ccc(C)c(F)c3)c3nc(C)ccc3c2=O)cc1
-28%	CNc1c(NC(=O)c2cccc(F)c2)c(=O)oc2ccccc12
89µM*	Cc1ccc(C2=NC3(CCN(C(=O)COc4cccc(C)c4)CC3)ON2)cc1
0%	COc1ccc(-c2nc(C(C)C)nc3c2CCN(C(=O)c2ccccc2C)CC3)cc1
21%	CCC(CC)C(=O)N1CCCC(c2noc(COC)n2)C1 (stereo not drawn)
12%	CCN1C(=O)CN(C(=O)C2CCC2)CC12CCOCC2
4%[176 µM]	Cn1cc(CN2C[C@@H]3OCC(=O)N[C@@H]3C2)c2ccccc21
-14%	COc1ccccc1N1CCN(C(=O)C(C)[C@@H]2CCc3c(C)cc(OCCN4CCOCC4)c(C)c3C2)CC1 (stereo partly drawn)
23%	O=C(C1CCC(=O)N(C2CCCC2)C1)N1CC(OCc2ccccc2F)C1 (stereo not drawn)
-6%	Cc1nc(CCNC(=O)C2CCN(S(=O)(=O)c3cccc(C(F)(F)F)c3)CC2)cs1
52%[activator]	CCc1ccccc1NC(=O)N1CCC2(CC1)SCC(=O)N2Cc1ccco1
21%	CC(C)C[C@@H](NC(=O)[C@@H]1C[C@@H](NS(=O)(=O)c2cccs2)CCN1C(=O)c1cccn1C)C(N)=O
14%	COCC(C)n1c(C)cc(C(=O)Cn2cnc3sccc3c2=O)c1C (stereo not drawn)
12%	Cc1cccc(CN2CCCCCNC(=O)CC2c2ccccc2)c1 (stereo not drawn)
9%	COC(=O)c1ccc(CN(C)S(=O)(=O)c2ccc3c(c2)OCCCO3)cc1
-20%	O=C(COC(=O)c1nc(-c2ccccc2)n(-c2ccccc2)n1)Nc1cc(F)ccc1F
-28%	C=CCNC(=O)NC(=O)CN(C)CCOc1ccc(Cl)cc1
?	COCCCNc1nc2c(S(=O)(=O)c3cc(C)ccc3C)nnn2c2ccccc12
?	O=C(Cc1ccccn1)N1CCC2(CC1)CCN(Cc1cccs1)c1ccccc1O2
?	NC1(C(=O)O)Cc2ccccc2C1
13%	CSc1ccc(CCNC(=O)CCc2nnc3ccc(NCc4ccc(Cl)cc4)nn23)cc1
-16%	Cc1oc2ccc(OCc3c(Cl)cccc3Cl)cc2c1C(=O)O
3%[176 µM]	CC(C)(Oc1nn(CCN2CCOCC2)c2ccccc12)C(=O)NCCc1ccccc1
17%	COCCN(C)C[C@@H]1CN(C(=O)c2nc(-c3ccccc3)[nH]c2C)C[C@@H]1CO
50%[activator]	COc1ccccc1CNC(=O)[C@H]1CCC[C@H]1NC(=O)c1ccncc1
32%[activator]	O=C(NC1CCCCC1)c1nc(Cl)ccc1Cl
-8%	CC(=O)NCCNS(=O)(=O)c1cccc2cc(C)cnc12
15%	CCc1nc(-c2c3n(c(=O)n(CC(=O)Nc4ccc(Cl)cc4)c2=O)CCCC3)no1
?	O=C(NC1CC1)C1CCc2nnc(C3CC3)n21 (stereo not drawn)
0%	Cc1ccnc(SCCn2c(N3CCN(CCO)CC3)nc3c2c(=O)n(C)c(=O)n3C)n1
-2%	Cn1c(=O)c2c(nc(NCc3ccco3)n2Cc2cccc(Br)c2)n(C)c1=O
57%[activator][176 µM]	C[C@H]1[C@@H]2[C@@H](O)C([C@H](C)C(=O)NC3CC3)CC[C@@]2(C)CC[C@@H]1NC(=O)c1cnccn1 (stereo partly drawn)

Structural class: those above with an aryl thioether with sulfur outside any ring (four)
ALOX12 inh	SMILES
?	Cc1ccc(NC(=O)C(C)Sc2ccc(C)cc2C)cc1 (stereo not drawn)
37%	O=C(CSc1nc2c(c(=O)n1CCc1ccccc1)SCC2)Nc1ccc(Cl)cc1
13%	CSc1ccc(CCNC(=O)CCc2nnc3ccc(NCc4ccc(Cl)cc4)nn23)cc1
0%	Cc1ccnc(SCCn2c(N3CCN(CCO)CC3)nc3c2c(=O)n(C)c(=O)n3C)n1

An excerpt from above in order of SMILES length, ascending:
ALOX12 inh	SMILES
?	NC1(C(=O)O)Cc2ccccc2C1
3%[176 µM]	CC(C)(Oc1nn(CCN2CCOCC2)c2ccccc12)C(=O)NCCc1ccccc1
17%	COCCN(C)C[C@@H]1CN(C(=O)c2nc(-c3ccccc3)[nH]c2C)C[C@@H]1CO
57%[activator][176 µM]	C[C@H]1[C@@H]2[C@@H](O)C([C@H](C)C(=O)NC3CC3)CC[C@@]2(C)CC[C@@H]1NC(=O)c1cnccn1 (stereo partly drawn)

(cont.)
ALOX12 inh	SMILES
6%[57.4 µM]	O=C(c1csnn1)N1CCC[C@@]2(CCN(Cc3ccccc3)C2)C1
?	CCOC(=O)C1=C(COC(=O)CC(O)(c2ccccc2)C(F)(F)F)NC(=O)NC1c1cccs1 (stereo not drawn)
?	CCCCOC(=O)/C(C#N)=C/c1c[nH]c2ccccc12
0%	O[C@H](COc1cc(F)cc(F)c1)CN1CCC(C(O)(c2ccccc2)c2ccccc2)CC1
?	O=C(/C=C/c1ccc(-c2cc(Cl)ccc2Cl)o1)c1ccc(F)cc1
3%	Cc1nn(-c2ccc(C(F)(F)F)cc2)c(C)c1[C@@H]1C=C[C@@H](NC(=O)CSCC(=O)O)C1
57%[activator]	O=S(=O)(Cc1ccccc1)N1CCC2(CC1)CC(OCC1CC1)CCO2 (stereo not drawn)
29%[176 µM]	CC1=C[C@@H](CN2CCOCC2)[C@H](C(C)C)C[C@H]1Cc1nnc(-c2ccncc2)o1
?	COc1ccc(C(CC(=O)N2CCCC2)c2cn(Cc3ccccc3)c3ccccc23)cc1OC (stereo not drawn)
-13%[57.4 µM]	CC(C)C(=O)Oc1ccc(CO)cc1[C@H](CCN(C(C)C)C(C)C)c1ccccc1
?	NC1(C#Cc2ccc(F)c(-c3noc4ccccc34)c2)CCCCC1
19%	CC(C)(CNC(=O)CCc1ncc(-c2ccccc2F)o1)N1CCOCC1
24%	O=S(=O)(c1ccccc1)c1c2c(cc3ccc(Cl)cc13)CCC2
35%[activator]	C=CCNCc1c(OCC)ccc2ccccc12
3%	Cc1oc(-c2cccs2)nc1C(=O)N1CCOCC1C (stereo not drawn)
-9%	COc1ccc(-c2nn3c(=O)cc(CNC(=O)c4ccc(C(C)(C)C)cc4)nc3s2)cc1
2%	Cc1ccc(C)c2c(=O)cc(CSc3nnc(-c4ccccc4)n3C)[nH]c12
67%[activator]	CN(C)C[C@@H]1CN(Cc2ccncc2)C[C@H]1NC(=O)Cc1ccsc1
5%[6.33 µM]	O=C1NCc2ccccc2CC12CCCN(Cc1ccc(F)c(Cl)c1)C2 (stereo not drawn)
-7%[176 µM]	COc1ccc(-c2cc3c(cn2)CN(Cc2ccccc2)CCN3)cc1OC
-57%	CCc1ccc2c(COC(=O)c3cc(S(=O)(=O)N(C)C)ccc3NCCO)cc(=O)oc2c1
-2%	CC(C)CCNC(=O)N1CCCC(c2noc(COc3ccccc3F)n2)C1 (stereo not drawn)
-7%	COCc1nc(-c2ccc(OC3CN(C(=O)c4ccc(OC)cc4)C3)cc2)no1
29%	COC(=O)[C@@H]1Cc2c([nH]c3ccccc23)[C@H]2C[C@@H](NCCN3CCOCC3)C[C@@H](c3ccccc3F)N21
-25%[57.4 µM]	CC1(C)O[C@@H]2C[C@H]3[C@@H]4CCC5=CC(=O)C=C[C@]5(C)[C@@H]4[C@@H](O)C[C@]3(C)[C@]2(C(=O)CO)O1
?	COc1ccc(-c2ccc3c(c2)C(=O)N2CC[C@H](NC(=O)c4cccc(F)c4)[C@H]2C(=O)N3)cc1
34%	CCO[C@H]1C[C@@H](O)C12CCN(c1ccc(C#N)cn1)CC2
53%[activator][176 µM]	CC(C)(C)CN1CCOC[C@H]1c1ncc(-c2ccccc2)[nH]1
?	COc1ccc(CNC(=O)c2nc(-c3ccccc3)oc2C)cc1OC
11%[176 µM]	COc1ccc(CN2C[C@H]3CN(C(=O)C4CCOCC4)CCN3C2=O)cc1
1%[6.33 µM]	COC(=O)CNC(=O)c1cc(-c2cccnc2)c2nncn2n1
-17%	CN1CCN(c2nc3ccccc3nc2C(=O)Nc2ccc(Oc3ccc(Cl)cc3)cc2)CC1
39%[activator]	O=C1CCN(S(=O)(=O)c2ccc3c(c2)OCCO3)CCCCCCN1
13%	CC(C)CNc1ccc2c(n1)C(=O)N([C@H](C)C(=O)N[C@H](CO)c1ccccc1)C2
8%	O=C(c1ccccn1)N1CCC(N2CC(OCC3CC3)C23CCOCC3)CC1 (stereo not drawn)
8%[176 µM]	Cc1noc([C@@H]2C[C@H](NC(=O)Nc3ccccc3)CN2C)n1
?	CCCCNC(=S)Nc1ccc(C)c(Cl)c1
-6%	CC(C)c1noc(-c2cn(C3CCN(C(=O)c4cccc(C#N)c4)CC3)nn2)n1
5%	CC(Cc1ccc(Br)cc1)NC(=O)C1CC2CCC1C2 (stereo not drawn)
7%	Nc1oc2ccccc2c(=O)c1-c1cccc2ccccc12

Ordered by the number under ALOX12 inh (smallest number first): 4 of the compounds above.
SMILES | ALOX12 inh
CN1CCN(c2nc3ccccc3nc2C(=O)Nc2ccc(Oc3ccc(Cl)cc3)cc2)CC1 | -17%
CC(C)c1noc(-c2cn(C3CCN(C(=O)c4cccc(C#N)c4)CC3)nn2)n1 | -6%
Nc1oc2ccccc2c(=O)c1-c1cccc2ccccc12 | 7%
CC(C)CNc1ccc2c(n1)C(=O)N([C@H](C)C(=O)N[C@H](CO)c1ccccc1)C2 | 13%

Remaining list, next part.
ALOX12 inh	SMILES
33%[activator]	CC1(C)CNC(=O)c2nc(C3CCCN(Cc4ccccc4)C3)[nH]c2C1 (stereo not drawn)
-15%	CCc1ccccc1S(=O)(=O)N1CCCN(C)c2ccccc21
81%[activator]	O=C(c1ccccc1C(F)(F)F)N1CCC(CO)(CN2CCCC2)CC1
23%	Cn1cccc1C(=O)N1C[C@@H](Oc2ccccc2)C[C@@H]1C(=O)N1CCOCC1
-1%	O[C@@H]1C[C@@H](c2nc(-c3ccc4c(c3)OCO4)no2)N(Cc2cccc(OC(F)(F)F)c2)C1
15%	O=C(NC1CCCCC1)[C@@H]1C[C@@H](O)CN1C1CCN(C(=O)c2ccccc2F)CC1
-5%	COc1ccc(-c2cc(NC(=O)Cc3c[nH]c4ccccc34)ccc2Nc2cccnc2)c(OC)c1
-19%	Cc1nnsc1C(=O)N[C@H]1CCN(C(=O)COCC(=O)O)[C@H](C(=O)N[C@H](Cc2ccccc2)C(N)=O)C1
5%[176 µM]	COc1ccc(-c2cn3c(n2)CO[C@@H](CNC(=O)C(C)(C)C)C3)cc1
13%	O=C(CCn1ccnc1)N1CCC2(CCC(=O)N(CC3CC3)CC2)CC1
?	Cc1ccc(SC(=O)c2ccc(Cl)cc2Cl)cc1
